SRC2 inh – inhibits human steroid receptor coactivator 2. AID 651957. 370,000 compounds, 0.17% hits. HEK293 GAL4-SRC2 luciferase reporter, luminescence. Q15596. inhibition, % at 9 µM;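 active = inhibition above the mean inhibition of all tested compounds plus 3 SD, set per campaign, cut at about 52% in these data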;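 also: 0% = DMSO treated cells and 100% = cells given Gossypol at 36 µM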
TLR9-MyD88 block – TLR9-MyD88 interaction inhibition. Q9NR96+Q99836. CHO BLA complementation TLR9-MyD88, CCF4 FRET ratio. inhibition, % at 4.98 µM. 340,000 compounds, 0.21% hits;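 active = inhibition above the mean over all tested compounds plus 3 SD, cut at about 21% in these data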;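 also: 0% = DMSO only wells and 100% = clavulanate BLA inhibitor control wells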
NOD2 RIPK2 PPI – NOD2-RIPK2 protein interaction inhibition. CHO BLA complementation NOD2-RIPK2, CCF4 ratio. inhibition, % at 4.98 µM. 360,000 compounds, 0.38% hits; in the data active = inhibition above about 21%;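 also: 0% = vehicle only and 100% = reference blocker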
Target sequence (O43353 whole entry, looked up): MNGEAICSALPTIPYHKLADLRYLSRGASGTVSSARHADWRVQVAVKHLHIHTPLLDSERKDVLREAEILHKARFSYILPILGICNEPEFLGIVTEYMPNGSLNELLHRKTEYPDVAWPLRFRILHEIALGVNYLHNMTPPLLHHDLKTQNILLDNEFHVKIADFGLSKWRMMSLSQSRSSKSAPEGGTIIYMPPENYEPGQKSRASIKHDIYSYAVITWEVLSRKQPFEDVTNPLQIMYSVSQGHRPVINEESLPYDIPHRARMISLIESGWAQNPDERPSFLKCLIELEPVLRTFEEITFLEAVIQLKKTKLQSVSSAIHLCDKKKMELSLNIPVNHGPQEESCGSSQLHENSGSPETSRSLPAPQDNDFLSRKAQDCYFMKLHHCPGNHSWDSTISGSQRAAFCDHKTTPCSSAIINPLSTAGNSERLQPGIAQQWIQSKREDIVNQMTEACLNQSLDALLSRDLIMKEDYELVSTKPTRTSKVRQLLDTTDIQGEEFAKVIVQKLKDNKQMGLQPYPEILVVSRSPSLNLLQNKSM
LRH-1 inv ag – inverse agonists of human LRH-1 (NR5A2) | O00482 | HEK293T StAR-luciferase reporter, LRH-1 transfected, 24 h | inhibition, % at 3.6 µM | 360,000 compounds, 0.13% hits | AID 602396;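 active = inhibition above the mean inhibition of all tested compounds plus 3 SD, cut at about 73% in these data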;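 also: 0% = DMSO wells and 100% = reporter-only cells lacking LRH-1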
Target sequence (O00482 whole entry, looked up): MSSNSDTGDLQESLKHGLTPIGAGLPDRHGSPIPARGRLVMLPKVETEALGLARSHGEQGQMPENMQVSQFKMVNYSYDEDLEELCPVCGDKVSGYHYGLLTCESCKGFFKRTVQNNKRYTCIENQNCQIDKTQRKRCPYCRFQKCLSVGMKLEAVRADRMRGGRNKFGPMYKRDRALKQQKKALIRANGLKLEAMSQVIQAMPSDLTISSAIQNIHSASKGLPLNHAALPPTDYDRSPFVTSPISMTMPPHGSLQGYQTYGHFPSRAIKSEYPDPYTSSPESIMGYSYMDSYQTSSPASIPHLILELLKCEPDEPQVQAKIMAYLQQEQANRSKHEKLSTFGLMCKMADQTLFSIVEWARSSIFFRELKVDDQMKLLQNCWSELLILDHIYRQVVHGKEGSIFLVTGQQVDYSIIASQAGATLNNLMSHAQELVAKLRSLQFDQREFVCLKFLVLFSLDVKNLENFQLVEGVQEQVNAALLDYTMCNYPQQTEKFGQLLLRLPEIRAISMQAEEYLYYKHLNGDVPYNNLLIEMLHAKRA
Vif inh – HIV Vif inhibition; HEK293T cells, Vif self-association by quenched fluorescence, imaging, 24 h; inhibition, % at 7.49 µM; 340,000 compounds, 0.35% hits; AID 602346; in the data active = inhibition above about 50%, passing the limit was not always enough; also: some results filed as inactive read as strong as hits
NCOA3 inh – human NCOA3 inhibition; Q9Y6Q9; HEK293 GAL4-SRC3 luciferase reporter, luminescence; inhibition, % at 3.6 µM; 360,000 compounds, 0.17% hits; AID 588352;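 active = inhibition above a per-campaign cutoff, the mean of all compounds plus 3 SD, cut at about 60% in these data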;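 also: 0% = DMSO-treated cells and 100% = gossypol-treated cells at 36 µM; higher means less SRC3-driven luciferase light from the GAL4 reporter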
TRAIL sens C8 – caspase-8 TRAIL sensitization. 360,000 compounds, 1% hits. NB7+C8 cells + TRAIL, ATPlite viability luminescence. AID 624354. inhibition (viability loss, TRAIL sensitization), % at 10 µM;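 active = compounds causing at least 50% loss of cell viability in the single-dose screen, relative to plate controls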
TROY NFkB inh – TROY signaling inhibition; Q293 LMP1-TROYcd NF-kB luciferase reporter, 4 h; inhibition, % at 10 µM; 360,000 compounds, 0.98% hits; AID 1347056;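 active = compounds whose plate-normalised and pattern-corrected inhibition of the luciferase reporter signal at the single screening dose is 50% or more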
EBV LMP1 NFkB – reduces LMP1-driven NF-kappaB luciferase signal; LMP1-induced NF-kappaB luciferase reporter cells, luminescence; inhibition, % at 12.5 µM; 350,000 compounds, 0.69% hits; in the data active = inhibition above about 41%;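 also: 0% = neutral control wells and 100% = reference inhibitor control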
NCOA1 inh – inhibitors of human steroid receptor coactivator 1 (SRC1); HEK293 GAL4-SRC1 luciferase reporter, luminescence; inhibition, % at 3.6 µM; 360,000 compounds, 0.12% hits; AID 588354;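 active = inhibition above the campaign mean plus 3 SD, with each screening campaign given its own cutoff, cut at about 60% in these data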;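 also: 0% = DMSO treated cells and 100% = gossypol at 36 µM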
COUP-TFII inh – inhibitors of human COUP-TFII (NR2F2); 370,000 compounds, 0.7% hits; P24468; inhibition, % at 8.6 µM; HEK293T NGFI-A luciferase reporter, luminescence;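 active = inhibition above a per-plate cutoff, mean inhibition of test wells between control levels plus 3 SD, cut at about 38% in these data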;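 also: cells cotransfected with COUP-TFII expression vector driving the NGFI-A reporter; 0% = median of COUP-TF2 test wells and 100% = reporter-only cells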
* = called active by the depositor; / = no result given. Only part of the results is shown (hit frequency here may not be typical).

#1 CSCCC(NS(=O)(=O)c1ccc2c(c1)OCCO2)C(=O)N(C)Cc1ccc(F)cc1 (centres undefined)
#2 CCOc1ccc(N(CC(=O)Nc2cccc(C)c2C)S(=O)(=O)c2c(C)[nH]c(=O)[nH]c2=O)cc1
#3 CN(C)c1ccc(N=Nc2ccccc2C(=O)OCC(=O)Nc2ccccc2C(F)(F)F)cc1
#4 N#C/C(=C\c1cccc([N+](=O)[O-])c1)C(=O)NCc1cccnc1
#5 Cc1cc(C)n(CCc2nc(-c3ccc(C)o3)cs2)n1
#6 Cc1ccccc1-c1noc(N)c1C#N
#7 CCOc1ccc(C(=O)NC2CCCCCCC2)cc1
#8 O=C(COc1ccccc1C(=O)O)Nc1ccc(SC(F)F)cc1

entry no.,1,2,3,4,5,6,7,8
SRC2 inh,5,10,-60,7,-10,6,-71,-5
TLR9-MyD88 block,-12,4,0,-2,-15,-4,1,2
NOD2 RIPK2 PPI,1,-4,0,-3,-6,2,-6,1
LRH-1 inv ag,-6,-1,-39,0,-17,0,-120,-10
Vif inh,1,-2,28,-8,/,16,-8,-5
NCOA3 inh,-12,18,-24,5,18,10,-91,15
TRAIL sens C8,9,-2,12,-2,-12,18,26,4
TROY NFkB inh,19,-22,-37,-22,14,12,-40,-13
EBV LMP1 NFkB,4,-6,-2,0,6,1,-31,-1
NCOA1 inh,16,-2,-59,-17,-1,-22,-85,7
COUP-TFII inh,-14,-4,-24,2,-3,8,-27,-21

Some values from above:
TLR9-MyD88 block, cpd 2 stands at 4
LRH-1 inv ag, cpd 5 stands at -17
NOD2 RIPK2 PPI, cpd 1 stands at 1
NOD2 RIPK2 PPI, cpd 6 stands at 2

Part of the list above in another layout:
5. Cc1cc(C)n(CCc2nc(-c3ccc(C)o3)cs2)n1
  SRC2 inh: -10; TLR9-MyD88 block: -15; NOD2 RIPK2 PPI: -6; LRH-1 inv ag: -17; Vif inh: /; NCOA3 inh: 18; TRAIL sens C8: -12; TROY NFkB inh: 14; EBV LMP1 NFkB: 6; NCOA1 inh: -1; COUP-TFII inh: -3
6. Cc1ccccc1-c1noc(N)c1C#N
  SRC2 inh: 6; TLR9-MyD88 block: -4; NOD2 RIPK2 PPI: 2; LRH-1 inv ag: 0; Vif inh: 16; NCOA3 inh: 10; TRAIL sens C8: 18; TROY NFkB inh: 12; EBV LMP1 NFkB: 1; NCOA1 inh: -22; COUP-TFII inh: 8

The list goes on:
#9 Nc1ccc2c(c1)Cc1cc(Cl)c(Cl)cc1-2
#10 O=[N+]([O-])c1ccc2[nH]c(O)c(N=NC3CCS(=O)(=O)C3)c2c1 (centres undefined)
#11 COC(=O)c1ccc(C(=O)OC)c(NC(=O)CSc2cccc[n+]2[O-])c1
#12 CC(C)C(c1nnnn1Cc1ccccc1)N1CCC(C(N)=O)CC1 (centres undefined)
#13 Cc1ccccc1NC(=S)NC(NC(=O)COc1ccccc1)C(Cl)(Cl)Cl (centres undefined)
#14 COCCNC(=O)CN(Cc1ccc(F)cc1)C(=O)CCC(=O)Nc1nccs1
#15 O=C(O)c1ccsc1Cc1cccs1
#16 Cc1cccc(-n2cc(CNCCN3CCOC3=O)c(-c3cccc(F)c3)n2)c1

entry no.,9,10,11,12,13,14,15,16
SRC2 inh,-16,0,12,-11,12,-7,-41,-13
TLR9-MyD88 block,-15,-6,6,6,-2,-2,9,3
NOD2 RIPK2 PPI,2,1,-15,2,-6,6,-2,-3
LRH-1 inv ag,16,-7,-9,0,-7,-1,-26,-4
Vif inh,-3,-3,/,2,/,-3,-1,-3
NCOA3 inh,-63,12,-2,2,-14,-3,-2,-3
TRAIL sens C8,4,11,-25,-4,-9,-22,-13,4
TROY NFkB inh,2,-3,-1,-27,3,2,-50,-62
EBV LMP1 NFkB,-33,-2,-6,-7,3,0,-4,-22
NCOA1 inh,-50,-7,1,-14,-6,4,-19,-15
COUP-TFII inh,1,26,0,14,3,4,-4,-9

#17 CC1CCCN(C(=O)c2cccc(S(=O)(=O)N3CCCc4ccccc43)c2)C1 (centres undefined)
#18 O=S(=O)(c1ccccc1)c1nc(NC2CC2)sc1Cl
#19 Cc1ccccc1Nc1ccc2nonc2c1[N+](=O)[O-]
#20 CCOc1ccc(OCc2ccc(C(=O)N3CCc4ccccc4C3)o2)cc1
#21 Cc1nnsc1C(=O)NNC(=O)c1ccc(C(F)(F)F)cc1
#22 OC(CCc1cccc(Cl)c1)c1cccs1 (centres undefined)
#23 CO/N=C/NC(=O)NOCc1c(Cl)cccc1Cl
#24 Cc1cc(=O)n(CC(C)O)c(O)c1C#N (centres undefined)

entry no.,17,18,19,20,21,22,23,24
SRC2 inh,9,5,3,-16,-28,-29,-3,-4
TLR9-MyD88 block,-1,-4,-8,-3,5,7,-2,-1
NOD2 RIPK2 PPI,-1,-2,-7,-4,-19,-9,-16,15
LRH-1 inv ag,-13,-16,9,-24,-25,-20,6,-1
Vif inh,/,1,6,-2,6,-1,3,9
NCOA3 inh,6,14,4,-27,-13,-34,0,-1
TRAIL sens C8,21,7,-9,9,10,4,-1,-7
TROY NFkB inh,6,10,3,-19,-26,-18,-5,-2
EBV LMP1 NFkB,3,1,5,-14,-6,8,2,-4
NCOA1 inh,9,-7,19,-34,-19,-46,16,-13
COUP-TFII inh,30,11,2,-3,3,-4,7,12

#25 COc1cc(NC(=O)c2cccc(C)c2)ccc1NC(=O)c1cc2ccccc2o1
#26 O=C1c2ccccc2C(=O)N1CCc1nc2ccccc2c(=O)n1-c1ccccn1
#27 O=C(NC(=S)NNS(=O)(=O)c1ccccc1)c1ccccc1[N+](=O)[O-]
#28 CC1CC(C)C[N+](=C2C=C(N3CCCC3)CC(C)(C)C2)C1 (centres undefined)
#29 S=C1NC2=C(CCC/C2=C\c2ccccc2)C(c2ccccc2)N1 (centres undefined)
#30 CCN(C(=O)COC(=O)CSc1cc(C)c2ccccc2n1)c1ccccc1
#31 CC(C)CCNC(=O)c1csc2c1CCCCC2
#32 CCS(=O)(=O)c1ccc(-c2csc(-c3ccc(Cl)cc3)n2)c(Cl)c1Cl

entry no.,25,26,27,28,29,30,31,32
SRC2 inh,6,-2,14,-1,3,-12,4,12
TLR9-MyD88 block,-2,2,-3,-19,-5,2,-3,3
NOD2 RIPK2 PPI,1,-9,-8,-15,1,-13,1,-12
LRH-1 inv ag,4,19,6,65,0,0,-26,-9
Vif inh,11,-7,8,-18,-6,15,-2,10
NCOA3 inh,17,17,23,54,12,-21,-10,-16
TRAIL sens C8,8,-9,-1,43,-15,-2,-4,6
TROY NFkB inh,49,5,15,19,10,19,-45,-26
EBV LMP1 NFkB,1,-7,-11,42*,3,-1,37,-13
NCOA1 inh,-16,-4,1,34,4,-15,-29,-14
COUP-TFII inh,-26,-6,-3,62*,9,12,-8,12

#33 CC1CCCCN1C(=O)COC(=O)/C=C/c1ccc2ccccc2n1 (centres undefined)
#34 Cc1nn(S(=O)(=O)c2ccc(Cl)cc2)c(C)c1Sc1ccc([N+](=O)[O-])cc1
#35 Cc1cc(Br)ccc1NC(=O)CN(C)C(=O)C1CCN(C(=O)c2ccc(F)cc2)CC1
#36 C[C@H]1CN([C@@H](C)CO)C(=O)c2cc(C#CC3CCCC3)cnc2O[C@H]1CN(C)C(=O)Cc1ccccn1
#37 Cc1c(C(=O)C(C)C)n(C)c2ccccc12
#38 CON(C)S(=O)(=O)c1cccc(C(=O)Nc2cccc(S(=O)(=O)NC3=NCCCCC3)c2)c1
#39 CCc1ccccc1NC(=O)CCc1c(C)nn(-c2ccc(N3CCOCC3)nn2)c1C
#40 COc1cc(OC)cc(C(=O)NNC(=O)c2ccc(S(=O)(=O)N3CC(C)OC(C)C3)cc2)c1 (centres undefined)

entry no.,33,34,35,36,37,38,39,40
SRC2 inh,-22,4,-7,23,-11,19,-14,-36
TLR9-MyD88 block,-3,7,-6,3,4,9,-13,-15
NOD2 RIPK2 PPI,-4,-3,7,1,-1,4,-5,0
LRH-1 inv ag,-12,19,-1,11,3,13,1,-8
Vif inh,14,-14,-2,-2,59*,-18,6,-2
NCOA3 inh,-6,7,2,9,-2,3,-3,0
TRAIL sens C8,4,5,-5,-4,-7,-9,-38,-1
TROY NFkB inh,-42,8,1,9,-26,6,5,8
EBV LMP1 NFkB,-10,7,3,0,-3,1,3,-1
NCOA1 inh,-31,-9,4,-1,-10,-27,20,-9
COUP-TFII inh,-10,-14,-31,4,8,8,-8,-12

#41 Cc1cc2c(cc1C)N(C(=O)CSc1nncn1C)C(C)(C)c1ssc(=S)c1-2
#42 COCCOc1ccc(C(F)(F)F)cc1NC(=O)COC(=O)c1c(C)noc1C
#43 COc1ccc(Nc2ccc([N+](=O)[O-])cn2)cc1
#44 CN(Cc1ccccc1)C(=O)C1CCN(Cc2ccc(F)cc2)CC1
#45 CCn1c(O)c(N=NC(=O)c2cccs2)c2ccccc21
#46 CCN1C(=O)c2cccc3c(NS(=O)(=O)c4ccc(NC(C)=O)cc4)ccc1c23
#47 COc1cc(C(=O)NCCC(=O)NC2CCC(C)CC2)cc(OC)c1OC (centres undefined)
#48 COc1cccc(/C=C2\CCc3ccccc3C2=O)c1

entry no.,41,42,43,44,45,46,47,48
SRC2 inh,-1,-42,-57,-2,-7,-27,2,-52
TLR9-MyD88 block,5,-2,3,-2,-4,-3,-9,-2
NOD2 RIPK2 PPI,6,-23,14,3,1,-5,-1,2
LRH-1 inv ag,-10,-1,-50,17,-2,21,-4,-108
Vif inh,-6,/,-2,-3,5,-4,1,-2
NCOA3 inh,15,-21,-36,14,-9,17,23,-129
TRAIL sens C8,-24,9,5,13,21,4,-13,82*
TROY NFkB inh,-23,-1,-31,5,-12,16,-2,25
EBV LMP1 NFkB,-2,5,-23,-11,3,-12,-1,-15
NCOA1 inh,8,-12,-53,-8,-28,6,5,-64
COUP-TFII inh,28,-5,-8,-6,-11,-25,-10,-34

#49 O=C(CSc1n[nH]c(=O)n1CCc1ccccc1)NC1CCCC1
#50 c1csc(CNc2ccn3nc(-c4ccc(OCCN5CCOCC5)cc4)cc3n2)c1
#51 O=C(NCc1ccccc1)C1=C[C@H](c2csc3ccccc23)C[C@H](OCc2ccc(CO)cc2)O1
#52 O=C(CN1CCCC1)Nc1nc(-c2ccc3c(c2)CCN3C(=O)c2ccccc2F)cs1

entry no.,49,50,51,52
SRC2 inh,19,-20,5,/
TLR9-MyD88 block,7,/,-2,-8
NOD2 RIPK2 PPI,12,8,6,8
LRH-1 inv ag,12,2,8,-19
Vif inh,-4,/,-6,3
NCOA3 inh,15,-5,0,-3
TRAIL sens C8,4,18,23,-5
TROY NFkB inh,10,-1,16,2
EBV LMP1 NFkB,-10,/,0,-10
NCOA1 inh,4,-4,-16,-15
COUP-TFII inh,-15,9,-6,/

From no. 50 up to 52, copied from above:
#50 c1csc(CNc2ccn3nc(-c4ccc(OCCN5CCOCC5)cc4)cc3n2)c1
#51 O=C(NCc1ccccc1)C1=C[C@H](c2csc3ccccc23)C[C@H](OCc2ccc(CO)cc2)O1
#52 O=C(CN1CCCC1)Nc1nc(-c2ccc3c(c2)CCN3C(=O)c2ccccc2F)cs1

entry no.,50,51,52
SRC2 inh,-20,5,/
TLR9-MyD88 block,/,-2,-8
NOD2 RIPK2 PPI,8,6,8
LRH-1 inv ag,2,8,-19
Vif inh,/,-6,3
NCOA3 inh,-5,0,-3
TRAIL sens C8,18,23,-5
TROY NFkB inh,-1,16,2
EBV LMP1 NFkB,/,0,-10
NCOA1 inh,-4,-16,-15
COUP-TFII inh,9,-6,/
